Mtb BioA inh: inhibitors of Mycobacterium tuberculosis BioA enzyme | purified M. tuberculosis BioA enzyme, plate reader | inhibition, % at 9.99 µM | hit rate 0.096% among 360,000 | AID 602481; in the data active = inhibition above about 40%
* marks the source's active call; other numbers are inactive results.

SMILES	Mtb BioA inh
CN(C)C(=O)C[C@H]1CC[C@@H]2[C@H](COC[C@@H](O)CN2C(=O)C2CC2)O1	-2.0
COc1ccc(CN(C)C[C@@H]2OCCCC[C@@H](C)Oc3ccc(NS(=O)(=O)c4cccs4)cc3C(=O)N([C@@H](C)CO)C[C@H]2C)cc1	1.3
C[C@@H]1CN([C@H](C)CO)C(=O)c2cc(C#C[C@@H](C)O)cnc2O[C@@H]1CN(C)C(=O)Nc1ccc(F)cc1	-3.1
C[C@@H]1CCCCO[C@@H](CN(C)S(=O)(=O)c2ccc(Cl)cc2)[C@@H](C)CN([C@H](C)CO)C(=O)c2cc(NC(=O)Cc3ccccc3)ccc2O1	0.6
CN(C)C(=O)c1cccc(-c2ccc([C@@H]3[C@H](CO)N4CCCCN(Cc5cccnc5)C[C@@H]34)cc2)c1	-2.7
CO[C@H](CN(C)CC1CCOCC1)[C@H](C)CN(C(=O)Nc1ccc(F)cc1)[C@@H](C)CO	-1.0
O=C(C[C@@H]1C=C[C@@H](NS(=O)(=O)c2ccccc2F)[C@@H](CO)O1)NCCCN1CCOCC1	-1.2
C[C@H](CO)N1C[C@H](C)[C@@H](CN(C)C(=O)c2cnccn2)Oc2ncc(C#CCC3CCCC3)cc2C1=O	2.5
C[C@H](O)C#Cc1ccc([C@@H]2[C@H]3CN(C(=O)Nc4ccccc4)CCCCN3[C@H]2CO)cc1	-9.1
C[C@H](CO)N1C[C@H](C)[C@H](CN(C)S(=O)(=O)c2ccccc2)Oc2ccc(NS(=O)(=O)c3ccc(F)cc3)cc2C1=O	-3.6
CO[C@H]1CN(C)C(=O)c2cc(NC(=O)NC(C)C)ccc2OC[C@H](C)N(Cc2cncnc2)C[C@H]1C	-2.5
C/C=C/c1cnc2c(c1)C(=O)N([C@H](C)CO)C[C@H](C)[C@@H](CN(C)Cc1ccc3c(c1)OCO3)O2	-2.4
Cc1ccc(S(=O)(=O)N[C@H]2CC[C@H](CCn3cc(C4(O)CCCC4)nn3)O[C@H]2CO)cc1	-3.0
CCC(=O)N(C)C[C@H]1Oc2ncc(C#Cc3ccccc3)cc2C(=O)N([C@H](C)CO)C[C@H]1C	-1.6
O=C(c1cccnc1)N1C[C@@H]2[C@H](c3ccccc31)[C@@H](CO)N2C(=O)Nc1cccc(F)c1	-3.5
C[C@@H]1CCCCO[C@@H](CN(C)Cc2ccncc2)[C@@H](C)CN([C@@H](C)CO)C(=O)c2cc(NC(=O)Nc3ccccc3)ccc2O1	0.3
COc1cccc(NC(=O)N[C@H]2CC[C@H](CC(=O)N3CCCCC3)O[C@@H]2CO)c1	-1.9
O=C(C[C@@H]1C[C@H]2c3cc(NC(=O)c4cccnc4)ccc3O[C@H]2[C@@H](CO)O1)NCC1CC1	9.8
O=C(Nc1ccccc1)N1CCCCN2[C@@H](CO)[C@@H](c3ccc(-c4ccccc4)cc3)[C@@H]2C1	-0.5
C[C@H]1CN([C@@H](C)CO)C(=O)c2cc(NC(=O)Cn3cnnn3)ccc2O[C@@H]1CN(C)C(=O)Nc1cccc2ccccc12	1.0
Cc1ccc(S(=O)(=O)N(C)C[C@@H]2Oc3ncc(-c4cccc(F)c4)cc3C(=O)N([C@H](C)CO)C[C@@H]2C)cc1	-0.2
C[C@H]1CCCCO[C@@H](CN(C)S(=O)(=O)c2ccc(Cl)cc2)[C@@H](C)CN([C@@H](C)CO)C(=O)c2cc(NC(=O)CCC(F)(F)F)ccc2O1	-2.1
COc1ccc(NC(=O)N(C)C[C@@H]2Oc3ccc(NS(=O)(=O)c4ccccc4)cc3C(=O)N([C@@H](C)CO)C[C@H]2C)cc1	-0.6
O=C(C[C@@H]1CC[C@H]2[C@@H](COC[C@H](O)CN2Cc2nccs2)O1)NCc1ccc(-c2ccccc2)cc1	0.9
CO[C@@H]1CN(C)C(=O)c2ccc(NS(C)(=O)=O)cc2OC[C@@H](C)NC[C@@H]1C	-0.3
COc1ccc(NC(=O)N(C)C[C@@H]2Oc3ccc(NS(=O)(=O)c4c(C)noc4C)cc3CC(=O)N([C@H](C)CO)C[C@H]2C)cc1	2.8
CNC(=O)C[C@@H]1CC[C@@H]2[C@H](COC[C@H](O)CN2Cc2ccc(Cl)c(Cl)c2)O1	0.6
COc1ccc(-c2cnc3c(c2)C(=O)N([C@@H](C)CO)C[C@H](C)[C@H](CN(C)C(=O)C2CCOCC2)O3)cc1	0.9
COc1ccc(NC(=O)N(C)C[C@@H]2OCCCC[C@@H](C)Oc3ccc(NC(=O)c4ccncc4)cc3C(=O)N([C@@H](C)CO)C[C@H]2C)cc1	-6.1
O=C(C[C@H]1C=C[C@@H](NC(=O)Nc2cc(F)ccc2F)[C@H](CO)O1)Nc1ccccc1	-2.1
CN(C)C(=O)[C@@H]1[C@@H](CO)[C@@H]2Cn3c(ccc(-c4cncnc4)c3=O)[C@@H]2N1Cc1ccccc1F	2.6
CNC[C@H]1Oc2cc(-c3ccncc3)ccc2S(=O)(=O)N([C@@H](C)CO)C[C@H]1C	-2.6
C[C@@H]1CN([C@@H](C)CO)C(=O)c2cc(NS(=O)(=O)c3ccc(Cl)cc3)ccc2O[C@@H](C)CCCCO[C@@H]1CN(C)C(=O)CCCN(C)C	0.9
CC(=O)N[C@@H]1CC[C@@H](CCNC(=O)Nc2ccc(C(F)(F)F)cc2)O[C@H]1CO	1.8
C[C@@H]1CN([C@H](C)CO)C(=O)Cc2cc(NC(=O)C3CC3)ccc2O[C@@H]1CN(C)C(=O)Nc1cccc2ccccc12	0.6
C[C@@H]1CN([C@@H](C)CO)C(=O)c2cc(C3=CCCCC3)cnc2O[C@@H]1CN(C)C(=O)c1ccccn1	5.5
O=C(N[C@@H]1CC[C@H](CCn2cc(C3(O)CCCC3)nn2)O[C@@H]1CO)C1CCOCC1	0.0
CCCN(C)C[C@H]1Oc2ncc(C#CCN(C)C)cc2C(=O)N([C@H](C)CO)C[C@@H]1C	-2.4
C/C=C/c1ccc2c(c1)O[C@@H](CN(C)C(=O)Nc1ccc(OC)cc1)[C@@H](C)CN([C@H](C)CO)S2(=O)=O	16.6
CN1C(=O)c2cc(NC(=O)c3cccc(F)c3)ccc2OC[C@@H]2O[C@H](CC(=O)O)CC[C@H]21	4.1

Structures listed so far with two or more sulfur atoms, in the order listed:
SMILES	Mtb BioA inh
COc1ccc(CN(C)C[C@@H]2OCCCC[C@@H](C)Oc3ccc(NS(=O)(=O)c4cccs4)cc3C(=O)N([C@@H](C)CO)C[C@H]2C)cc1	1.3
C[C@H](CO)N1C[C@H](C)[C@H](CN(C)S(=O)(=O)c2ccccc2)Oc2ccc(NS(=O)(=O)c3ccc(F)cc3)cc2C1=O	-3.6

Further structures.
SMILES	Mtb BioA inh
COc1ccc(CN2C[C@@H](O)COC[C@H]3O[C@H](CC(=O)N(C)C)CC[C@@H]32)cc1	6.3
Cc1ccc(S(=O)(=O)Nc2ccc3c(c2)CC(=O)N([C@H](C)CO)C[C@@H](C)[C@@H](CN(C)Cc2ccccc2)O3)cc1	4.2
COc1ccc(CN2C[C@@H](O)COC[C@@H]3O[C@@H](CC(=O)NCc4ccccc4Cl)CC[C@H]32)cc1	-1.5
COc1ccc(S(=O)(=O)N(C)C[C@H]2Oc3ccc(NC(=O)C4CC4)cc3CC(=O)N([C@H](C)CO)C[C@H]2C)cc1	-1.5
O=C(c1cccc(F)c1)N1CCCCN2[C@H](CO)[C@H](c3ccc(-c4ccccc4)cc3)[C@@H]2C1	-4.8
CCC(=O)N1CCCCN2[C@H](CO)[C@@H](c3ccc(C#Cc4cccnc4)cc3)[C@@H]2C1	5.9
O=S(=O)(Cc1ccccc1)N1CCCCN2[C@H](CO)[C@@H](c3ccc(C#Cc4ccccc4)cc3)[C@@H]2C1	-2.8
COc1ccc(CN(C)C[C@H]2OCCCC[C@@H](C)Oc3ccc(NS(=O)(=O)c4cccs4)cc3C(=O)N([C@H](C)CO)C[C@@H]2C)cc1	0.9
COc1ccc(CN(C)C[C@H]2Oc3ccc(NC(=O)Nc4ccc(C(F)(F)F)cc4)cc3C(=O)N([C@H](C)CO)C[C@@H]2C)cc1	0.3
O=C(C[C@@H]1C=C[C@@H](NC(=O)Cc2cccnc2)[C@@H](CO)O1)NCc1ccc2c(c1)OCO2	-2.4

Some of the entries so far, with each value named:
smiles: CNC(=O)C[C@@H]1CC[C@@H]2[C@H](COC[C@H](O)CN2Cc2ccc(Cl)c(Cl)c2)O1
  Mtb BioA inh = 0.6

smiles: COc1ccc(-c2cnc3c(c2)C(=O)N([C@@H](C)CO)C[C@H](C)[C@H](CN(C)C(=O)C2CCOCC2)O3)cc1
  Mtb BioA inh = 0.9

smiles: COc1ccc(NC(=O)N(C)C[C@@H]2OCCCC[C@@H](C)Oc3ccc(NC(=O)c4ccncc4)cc3C(=O)N([C@@H](C)CO)C[C@H]2C)cc1
  Mtb BioA inh = -6.1

smiles: O=C(C[C@H]1C=C[C@@H](NC(=O)Nc2cc(F)ccc2F)[C@H](CO)O1)Nc1ccccc1
  Mtb BioA inh = -2.1

The results go on.
SMILES	Mtb BioA inh
C[C@@H]1CN([C@@H](C)CO)C(=O)c2cc(NS(=O)(=O)c3cccs3)ccc2O[C@H]1CN(C)Cc1ccc(Cl)c(Cl)c1	1.6
O=C(C[C@H]1C[C@@H]2c3cc(NC(=O)C4CCOCC4)ccc3O[C@@H]2[C@H](CO)O1)NCc1ccc2c(c1)OCO2	0.0
CN(C)CC(=O)N[C@H]1CC[C@@H](CCn2cc(C3CCCC3)nn2)O[C@@H]1CO	-0.3
Cc1ccccc1-c1cnc2c(c1)C(=O)N([C@@H](C)CO)C[C@H](C)[C@H](CN(C)Cc1ccccc1F)O2	1.2
O=C(O)C[C@@H]1C[C@H]2c3cc(NC(=O)Nc4ccccc4)ccc3O[C@H]2[C@@H](CO)O1	-0.9
COc1ccc(NC(=O)Nc2ccc3c(c2)C(=O)N([C@@H](C)CO)C[C@H](C)[C@@H](CN(C)S(=O)(=O)c2ccc(C)cc2)OCCCC[C@H](C)O3)cc1	-3.5
CC(=O)N1[C@H](CNC(=O)CN(C)C)[C@@H](c2ccc(C3=CCCCC3)cc2)[C@@H]1CO	-0.3
CC(C)NC(=O)N(C)C[C@@H]1OCCCC[C@@H](C)Oc2ccc(NS(=O)(=O)c3ccccc3)cc2C(=O)N([C@@H](C)CO)C[C@@H]1C	-0.1
CNC[C@H]1Oc2ccc(NC(=O)c3ccncc3)cc2CC(=O)N([C@@H](C)CO)C[C@H]1C	-2.0
C[C@@H]1CN([C@H](C)CO)C(=O)c2cc(NC(=O)Nc3ccc(C(F)(F)F)cc3)ccc2O[C@@H]1CN(C)Cc1ccc(C(=O)Nc2ccccc2N)cc1	0.2
CCS(=O)(=O)Nc1ccc2c(c1)C(=O)N(C)[C@@H]1CC[C@@H](CC(=O)OC)O[C@H]1CO2	-3.7
CCCN1C[C@H](C)[C@H](OC)CN(C)C(=O)c2cc(NS(=O)(=O)c3cn(C)cn3)ccc2OC[C@@H]1C	3.2
COc1ccc(S(=O)(=O)N2CCCCN3[C@H](CO)[C@H](c4ccc(C#CC(C)C)cc4)[C@H]3C2)cc1	5.6
C[C@H](CO)N1C[C@H](C)[C@H](CN(C)C)OCCCC[C@H](C)Oc2ccc(NC(=O)CCC(F)(F)F)cc2C1=O	7.0
C[C@H]1CN([C@@H](C)CO)C(=O)c2cc(C3=CCCC3)cnc2O[C@@H]1CN(C)Cc1ccccc1	-1.5
C[C@@H]1CCCCO[C@@H](CN(C)S(=O)(=O)c2cn(C)cn2)[C@@H](C)CN([C@H](C)CO)C(=O)c2cc(NC(=O)c3ccncc3)ccc2O1	-0.1
CC(C)NC(=O)N1[C@H](C(=O)NC2CCC2)[C@@H](CO)[C@@H]2Cn3c(ccc(-c4ccccc4F)c3=O)[C@@H]21	3.1
C[C@@H]1CCCCO[C@H](CN(C)S(=O)(=O)c2ccccc2)[C@H](C)CN([C@@H](C)CO)C(=O)c2cc(NS(=O)(=O)c3cccs3)ccc2O1	0.8
CO[C@@H](CN(C)Cc1ccc(-c2ccccn2)cc1)[C@H](C)CN(C(=O)Nc1ccc(F)cc1)[C@H](C)CO	-0.5
Cc1ccc(S(=O)(=O)Nc2ccc3c(c2)C(=O)N([C@@H](C)CO)C[C@H](C)[C@@H](CN(C)C)OCCCC[C@H](C)O3)cc1	-2.0
COc1ccc(NC(=O)Nc2ccc3c(c2)C(=O)N([C@H](C)CO)C[C@@H](C)[C@@H](CN(C)Cc2ccc(Cl)c(Cl)c2)O3)cc1	0.7
O=C(Cc1ccccc1)N1CC[C@H]2[C@H](CO)Nc3ccc(-c4ccccc4)cc3[C@H]21	-1.5
O=C(NC1CCC1)[C@H]1[C@H](CO)[C@H]2Cn3c(ccc(C4=CCCC4)c3=O)[C@@H]1N2C(=O)c1ccccc1	-3.0
O=C(Nc1ccc(F)cc1)N[C@H]1CC[C@H](CCn2cc(-c3ccccc3F)nn2)O[C@H]1CO	-2.8
O=C(NCC[C@@H]1CC[C@@H](NC(=O)C2CCC2)[C@H](CO)O1)c1ccc(F)cc1	-1.0
COc1ccc(C#Cc2ccc([C@@H]3[C@H]4CN(Cc5ccncc5)CCCCN4[C@H]3CO)cc2)cc1	-5.0
COc1ccccc1-c1ccc2c(c1)O[C@@H](CN(C)C(=O)Nc1cccc(F)c1)[C@@H](C)CN([C@H](C)CO)S2(=O)=O	2.5
CCCNC(=O)N1C[C@H]2[C@@H](c3ccccc31)[C@H](CO)N2Cc1ccc(OC)cc1	0.7
C[C@H]1CN([C@@H](C)CO)C(=O)c2cccc(NS(=O)(=O)c3ccc(F)cc3)c2O[C@@H]1CN(C)Cc1ccncc1	-1.5
O=C(C[C@H]1C[C@@H]2c3cc(NC(=O)CC4CC4)ccc3O[C@@H]2[C@@H](CO)O1)NCCc1ccccc1	-0.5
COc1cccc(-c2ccc3c(c2)[C@@H]2[C@@H](CCN2C(=O)C2CCOCC2)[C@H](CO)N3)c1	0.4

Not all compounds are listed; count on the stated rates, not on these rows.
